Assay outcomes deposited in PubChem by several laboratories.
ANO1 activ – mouse TMEM16A channel activation, primary screen; HEK293 TMEM16A/YFP-H148Q/I152L, iodide quench fluorescence; hits give low values; B-score at 10 µM; AID 623877; 0.3% of 340,000 active;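 active means fluorescence-ratio B-score plate-corrected deviation score at least 3 library SD below zero, with starting fluorescence score within 5 deviations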;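 further: channel opened by trigger with iodide after compound preincubation; score built on the fluorescence ratio of max minus min over baseline; more negative score means more quench and so TMEM16A activation or potentiation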
MrgX1 PAM – allosterically activates human MrgX1 receptor signaling. 0.63% of 310,000 active. MrgX1-HEK293, Fluo-4 calcium flux, FDSS; hits give high values. B-score at 10 µM. AID 588675;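 active means plate-corrected calcium response at least 3 library SD above typical, normal starting fluorescence, not activating the receptor alone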;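 further: compound read alongside a low EC10 to EC30 dose of BAM8-22 agonist; peak minus trough fluorescence over baseline measured at the second addition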
Target sequence (Q96LB2 whole entry, looked up): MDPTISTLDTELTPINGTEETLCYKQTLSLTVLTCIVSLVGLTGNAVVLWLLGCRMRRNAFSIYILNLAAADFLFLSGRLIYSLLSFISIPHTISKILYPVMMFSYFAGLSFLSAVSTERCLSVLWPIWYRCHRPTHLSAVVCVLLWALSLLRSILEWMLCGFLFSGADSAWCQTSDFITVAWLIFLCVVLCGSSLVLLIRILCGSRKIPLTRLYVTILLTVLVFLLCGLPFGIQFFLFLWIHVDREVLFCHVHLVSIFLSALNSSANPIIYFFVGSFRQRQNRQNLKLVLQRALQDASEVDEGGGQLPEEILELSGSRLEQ
HDAC3 inh – human HDAC3 inhibition. 0.15% of 320,000 active. inhibition, % at 8.3 µM. AID 2718. recombinant HDAC3, fluorogenic peptide/trypsin coupled, fluorescence; in the data active means inhibition above about 26%, passing the limit was not always enough; inconclusive means no clear call, values can overlap the other calls
Target sequence (O15379 whole entry, looked up): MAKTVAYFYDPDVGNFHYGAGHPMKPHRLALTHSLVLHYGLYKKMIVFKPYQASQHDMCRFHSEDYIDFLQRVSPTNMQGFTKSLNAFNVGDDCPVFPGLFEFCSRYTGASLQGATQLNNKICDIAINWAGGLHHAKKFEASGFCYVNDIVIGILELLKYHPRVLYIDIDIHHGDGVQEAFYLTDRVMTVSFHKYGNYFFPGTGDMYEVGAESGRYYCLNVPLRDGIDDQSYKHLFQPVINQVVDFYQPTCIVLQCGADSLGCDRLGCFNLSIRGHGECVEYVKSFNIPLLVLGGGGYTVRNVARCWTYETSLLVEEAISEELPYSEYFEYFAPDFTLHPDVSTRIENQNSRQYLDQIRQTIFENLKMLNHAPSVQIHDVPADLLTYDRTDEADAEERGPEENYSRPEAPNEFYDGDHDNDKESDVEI
TRPC6 inhibitor – inhibitors of mouse TRPC6 channel. Q61143. HEK293-TRPC6, membrane potential dye, ACh-evoked depolarization; hits give low values. B-score at 10 µM. 1.1% of 310,000 active. AID 2553;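 active means B-score under library mean minus 3 SD, initial fluorescence not abnormally high, positive integrated signal ratio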;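 further: B-score derived from integrated fluorescence ratio over the kinetic read; more negative B-score means stronger inhibition of depolarization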
TRPC6 act – mouse TRPC6 channel activation | B-score at 10 µM | HEK293-TRPC6 membrane potential dye fluorescence; hits give high values | 0.13% of 310,000 active;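 active means B-score of the integrated fluorescence ratio above library mean plus 3 SD, and starting fluorescence ratio within library mean plus 5 SD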;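 further: higher score means more depolarization so channel activation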
RGS4 inh – human RGS4 inhibition; HEK293 M3R/RGS4 inducible, Fluo-4 calcium flux; hits give high values; triggered by carbachol at its EC20; B-score at 10 µM; 0.45% of 310,000 active; AID 463165;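 active means B-score, a plate-corrected calcium signal, over three deviations above library mean, with baseline fluorescence within five deviations of library mean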;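 further: RGS4 expression induced by doxycycline in cells with stable M3 receptor; B-score is computed from the integrated fluorescence ratio over baseline after carbachol; higher B-score means a larger calcium signal and so more RGS4 inhibition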
Target sequence (P49798 whole entry, looked up): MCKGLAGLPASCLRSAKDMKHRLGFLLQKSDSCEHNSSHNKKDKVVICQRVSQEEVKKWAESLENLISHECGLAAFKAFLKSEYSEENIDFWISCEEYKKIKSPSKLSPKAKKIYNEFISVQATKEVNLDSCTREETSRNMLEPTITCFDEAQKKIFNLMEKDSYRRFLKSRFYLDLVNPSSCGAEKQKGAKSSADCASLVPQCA
RGS4 pot – potentiators or activators of RGS4; B-score at 10 µM; AID 463111; 0.92% of 310,000 active; HEK293 M3R/inducible RGS4, carbachol calcium flux Fluo4; hits give low values;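 active means B-score of the integrated calcium signal more than 4 SD below the library mean, with starting fluorescence not abnormally high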;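 further: negative B-score means reduced calcium response which marks RGS4 activation or potentiation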
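Reagent: ECmax carbachol challenge; Test system: M3R-expressing HEK293 line, RGS4 induced by doxycycline; Schedule: overnight RGS4 induction, 30 min dye load 37 °C, 20 min compound RT; Detection: calcium dye Fluo4 fluorescence; Read-out: Agonist-evoked peak-minus-minimum fluorescence over baseline, integrated ratio, B score.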
SKKanGAS inh – inhibitors of SKKanGAS S. pyogenes growth in kanamycin (SK-promoter or general growth effect); BacTiter-Glo, 6 h; inhibition, % at 7.5 µM; 1.3% of 300,000 active; AID 1662;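 active means mean replicate score, as percent of positive control median, at least 50; inconclusive means mean below 50 but one replicate at or above 50; inactive means mean and every replicate below 50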;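 further: strain carries kanamycin resistance gene driven by streptokinase promoter and grows in 40 µg/ml kanamycin; loss of luminescence reflects streptokinase promoter inhibition or plain growth inhibition; 0% = median of DMSO wells and 100% = positive control at its reference dose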
MrgX1 agonist – human MrgX1 receptor agonism, primary screen. Q96LB2. B-score at 10 µM. MrgX1-HEK293 cells, Fluo-4 calcium fluorescence, agonist mode; hits give high values. 0.44% of 310,000 active;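 active means calcium response B-score plate-corrected fluorescence ratio at least 3 library SD, with starting fluorescence B-score inside 5 SD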
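Material – MrgX1-expressing HEK293 cells · Input – 15,000 cells seeded per well · Dosing – compound as first of three additions · Times – overnight seeding, then 1 h dark dye loading · Measured by – kinetic Fluo-4 NW fluorescence of intracellular calcium · Read-out – B-scored fluorescence response ratio · Benchmarks – positive and negative control wells on each plate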
MrgX1 antagonist – blocks BAM8-22 activation of human MrgX1 receptor; MRGX1-HEK293 calcium flux, Fluo-4, BAM8-22 antagonism; hits give low values; B-score at 10 µM; 1.3% of 310,000 active;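 active means calcium-response B-score plate-corrected more than 3 library SD below zero, starting fluorescence within 5 deviations, no agonist response on first addition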;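 further: peak minus trough fluorescence over baseline after final BAM8-22 challenge near maximal dose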
TMEM16A inh – blocks the mouse calcium-activated chloride channel TMEM16A; Q8BHY3; HEK293 TMEM16A/YFP iodide influx fluorescence, ionomycin; normalized B-score (activity score, 25-100; higher = stronger inhibition) at 10 µM; 1.2% of 310,000 active;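 active means ratio plate-corrected score three or more library SD toward inhibition, starting fluorescence score within five deviations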;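 further: score derived from kinetic fluorescence span divided by baseline fluorescence per well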
Starred values were filed as active, the others as inactive; i = inactive; ? = inconclusive; nt = no result given.

SMILES | ANO1 activ | MrgX1 PAM | HDAC3 inh | TRPC6 inhibitor | TRPC6 act | RGS4 inh | RGS4 pot | SKKanGAS inh | MrgX1 agonist | MrgX1 antagonist | TMEM16A inh
CN(C)/C=N/c1cc(=O)n(Cc2ccccc2)c(=O)n1C | i | i | ? | i | i | i | i | -2 | i | i | i
CCNc1nc(NCC)nc(N(C#N)C(C)C)n1 | i | i | 8 | i | i | i | i | 0 | i | i | i
CCSc1cc(N2CCCC2)nc(-c2ccccc2Cl)n1 | i | i | 0 | i | i | i | i | -3 | i | i | i
CC(C)c1ccc(NC2CCCN(C(=O)c3cnn(C(C)C)c3)C2)cc1 (stereo unspecified) | i | i | -7 | i | i | i | i | 2 | i | i | i
CCn1nc(C(=O)NCCc2ccc(S(N)(=O)=O)cc2)c2ccccc2c1=O | i | i | 2 | i | i | i | i | -2 | i | i | i
Nc1cc(N)nc(SCC(=O)c2ccccc2)n1 | i | i | -3 | i | i | i | i | 0 | i | i | i
CCOC(=O)C(=Cc1c[nH]c2ccc(S(=O)(=O)N(C)C)cc12)C(=O)OCC | i | 6.7* | 4 | i | i | i | i | 0 | i | i | i
CCN(Cc1ccccc1)C(=O)COC(=O)Cn1cnc2ccccc21 | i | i | 6 | i | i | i | i | -3 | i | i | i
CCCn1c2ccccc2c2nnc(SCCN3CCOCC3)nc21 | i | i | -8 | i | i | i | i | 0 | i | i | i
N=C(N)SCc1cn(-c2ccccc2)nc1-c1ccc(Br)cc1 | i | nt | nt | i | i | i | -7.5* | 34 | nt | nt | nt
CC(C)CNC(=O)c1ccccc1NC(=O)CCSc1ccccc1 | i | i | 3 | i | i | i | i | 4 | i | i | i
CC(C)(C)N1C(=O)[C@H]2[C@@H](c3ccc(Br)cc3)N3C(=O)N(c4ccccc4)C(=O)[C@@]3(Cc3ccccc3)[C@H]2C1=O | i | i | -1 | i | i | i | i | 5 | i | i | i
O=C(Nc1ccc(Oc2cccnc2)cc1)C1CCN(Cc2ccccc2F)CC1 | i | nt | nt | i | i | i | i | -3 | nt | nt | nt
CC1=C(C(=O)OCc2ccccc2)C(/C=C/c2ccccc2)NC(=S)N1 (stereo unspecified) | i | i | 8 | i | i | i | i | 19 | i | i | i
O=C(Cc1cccs1)NNC(=S)NC(=O)c1ccccc1 | i | i | 3 | i | i | i | i | 56* | 43* | i | i
CCOc1cc(-c2noc(N)c2C(=O)OC)cc(OCC)c1OCC | i | i | 1 | i | i | i | i | 10 | i | i | i
O=C1NC(=O)/C(=C\c2ccc(Sc3ccc(Cl)cc3)o2)N1 | i | i | 7 | i | i | i | i | -2 | i | i | i
COc1ccc(OC)c(CCNC(=O)C(C)n2nc(C)c3c(C)n(-c4ccc(C)cc4)nc3c2=O)c1 (stereo unspecified) | i | i | -1 | i | i | i | i | 3 | i | i | i
CN1CCN(C(=O)C2=C[C@H](c3csc4ccccc34)C[C@H](OCCCCO)O2)CC1 | i | i | -1 | i | i | i | i | -3 | i | i | i
CCCCCCCNC(=O)C1(CC2CC(c3ccc(Cl)cc3)=NO2)CCN(C(=O)c2cc(OCC)c(OCC)c(OCC)c2)CC1 (stereo unspecified) | i | i | -6 | i | i | i | i | 28 | i | i | i
CC1CCc2cc(F)ccc2N1C(=O)CSc1nnc2c3cc(F)ccc3n(C)c2n1 (stereo unspecified) | i | i | -5 | i | i | i | i | 14 | i | i | i
COc1cc(CNCCN2CCOCC2)ccc1OCc1cccc(Cl)c1 | i | i | -3 | i | i | i | i | 1 | i | i | i
CCOc1ccc(NC(=O)CNc2ccc(C)cc2Cl)cc1 | i | i | -3 | i | i | i | i | -1 | i | i | i
C=CCNC(=O)COC(=O)c1cccnc1Nc1ccccc1F | i | i | -4 | i | i | i | i | -1 | i | i | i
O=S(=O)(NCC1CCCO1)c1ccc(S(=O)(=O)N(Cc2ccc(F)cc2)Cc2ccccn2)cc1 (stereo unspecified) | i | i | 1 | i | i | i | i | 8 | i | i | i
Cc1cc(OCc2nn[nH]n2)c2c(-c3ccccc3)cc(=O)oc2c1 | i | i | -1 | i | i | i | i | -2 | i | i | i
CCc1c(C)nc2ncnn2c1N1CCCC(C(=O)NCc2cccs2)C1 (stereo unspecified) | i | i | 5 | i | i | i | i | ? | i | i | i
O=C(CCNc1ccc(Cc2ccncc2)cc1)c1ccc([N+](=O)[O-])cc1 | i | i | 3 | i | i | i | i | 0 | i | i | i
Fc1ccc2[nH]c3c(N4CCSCC4)ncnc3c2c1 | i | i | 4 | i | i | i | i | -3 | 29* | i | 100*
COc1cccc(NC(=O)Cn2c(CCC(=O)O)ccc2-c2ccc(Cl)cc2)c1 | i | i | 7 | i | i | i | i | -9 | i | i | i
COc1ccc(NC(=O)c2ccco2)cc1NC(=O)COc1ccccc1 | i | i | 1 | i | i | i | i | -11 | i | i | i
CN1C2CCC1CC(NC(=O)c1ccc(Cl)cc1)C2 (stereo unspecified) | i | i | -4 | i | i | i | i | 3 | i | i | i
Clc1ccc(-c2nc3cnccn3c2NC2CCCC2)cc1 | i | i | 0 | i | i | i | i | 2 | i | i | i
COCCn1c(NC(=S)NC(=O)C2CC2)cc(=O)[nH]c1=O | i | i | 7 | i | i | i | i | -5 | i | i | i
CCc1cccc(C)c1N1C(=O)CN(Cc2ccccc2)C1=S | i | i | -5 | i | i | i | i | 30 | i | i | i
CCCCCn1c(NC(=O)c2ccco2)c(S(=O)(=O)c2ccc(C)cc2)c2nc3ccccc3nc21 | i | i | -20 | i | i | i | i | 27 | i | i | i
O=C(Nc1cccc2ncccc12)c1ccc(Cl)cc1 | i | i | 1 | i | i | i | i | -1 | i | i | i
CCN(CC)CCNC(=O)C1c2ccccc2Oc2ccccc21 | nt | i | 1 | i | i | i | -7.2* | 3 | i | i | i
CCOCCCN(C(=O)Cn1nnc2ccccc21)C(C(=O)NCc1ccco1)c1ccncc1 (stereo unspecified) | i | nt | nt | i | i | i | i | nt | nt | nt | nt
Cc1ccccc1N1CCN(S(=O)(=O)c2nnc(NC(=O)c3ccc(F)cc3)s2)CC1 | i | i | -8 | i | i | i | i | 34 | i | i | i
CCCS(=O)(=O)c1nc(S(=O)(=O)c2ccc(C)cc2)c(N2CC(C)OC(C)C2)s1 (stereo unspecified) | i | i | 2 | i | i | i | i | 0 | i | i | i
O=c1[nH]c2c(cnn2-c2ccc(Cl)cc2)c(=O)n1-c1cccc(Cl)c1 | i | i | 2 | i | i | i | i | 29 | i | i | i
Cc1ccc(SC(C)C(=O)Nc2ccncc2)cc1 (stereo unspecified) | i | i | nt | i | i | i | i | 2 | i | i | i
Cc1cc(C)cc(Oc2nn[nH]n2)c1 | i | i | 1 | i | i | i | i | -3 | i | i | i
CC(O)c1nc2ccccc2n1CCOc1ccccc1 (stereo unspecified) | i | i | 3 | i | i | i | i | 3 | i | i | i
CCOC(=O)c1cnc(SCc2nc(N)nc(Nc3ccc(OC)cc3)n2)nc1N | i | i | 3 | i | i | i | i | 8 | i | i | i
COc1ccc(CC(=O)OCC(=O)c2ccc(OC)cc2)cc1 | i | i | 1 | i | i | i | i | -10 | i | i | i
COc1ccc(S(=O)(=O)CC(=O)Nc2ccccc2Cl)cc1 | i | i | -14 | i | i | i | i | -4 | i | i | i
CN1CCN(C(=O)C23CC4CC(C)(CC(C)(C4)C2)C3)CC1 | i | i | 3 | i | i | i | i | -7 | i | i | i
CSc1nc(N)c2c(C)c(C)sc2n1 | i | i | -1 | i | i | i | i | -8 | i | i | i
Further results follow.
SMILES | ANO1 activ | MrgX1 PAM | HDAC3 inh | TRPC6 inhibitor | TRPC6 act | RGS4 inh | RGS4 pot | SKKanGAS inh | MrgX1 agonist | MrgX1 antagonist | TMEM16A inh
COC(=O)c1c(NC(=O)COC(=O)c2ccc(Cl)nc2)sc(C)c1C | i | i | 3 | i | i | i | i | 10 | i | i | i
O=C(O)C1CCC(N2C(=O)c3c(Cl)c(Cl)c(Cl)c(Cl)c3C2=O)CC1 (stereo unspecified) | nt | i | -2 | i | i | i | i | -1 | i | i | i
Fc1ccccc1-c1csc(=Nc2cccnc2)n1CCCn1ccnc1 | i | i | 3 | i | i | i | i | 2 | i | i | i
O=C(Nc1cccc2nsnc12)c1cccnc1Cl | i | i | 4 | i | i | i | i | 2 | i | i | i
Cc1ccc(Nc2cc(C)nc3ccccc23)c(C)c1 | i | i | 0 | i | i | i | i | 19 | i | i | i
O=C(O)CC1NC(=O)N(c2ccccc2)C1=O (stereo unspecified) | nt | nt | nt | i | i | i | i | 2 | nt | nt | nt
CCCCC(=O)NC(N1CCCCC1)C(Cl)(Cl)Cl (stereo unspecified) | i | i | 1 | i | i | i | i | 0 | i | i | i
Cc1ccc(/C=C/C(=O)Nc2ccc(S(N)(=O)=O)cc2)o1 | i | i | 1 | i | i | i | i | -10 | i | i | i
Cc1cccc2cc(CN(CC3CCCO3)C(c3nnnn3Cc3ccco3)C(C)C)c(=O)[nH]c12 (stereo unspecified) | i | i | 21 | i | i | i | i | 4 | i | i | i
CC(=O)Nc1ccc(NC(=O)C(C)OC(=O)c2ccccc2Sc2ccccc2C#N)cc1 (stereo unspecified) | i | i | -4 | i | i | i | i | -6 | i | i | i
O=C1C2CC=CCC2C(=O)N1c1ccc(Cc2ccncc2)cc1 (stereo unspecified) | i | i | -2 | i | i | i | i | 0 | i | i | i
CCN1C(=O)C(C)S/C1=N\S(=O)(=O)c1ccc(Cl)s1 (stereo unspecified) | i | i | 2 | i | i | i | i | -1 | i | i | i
CCO[C@@H]1OC(C(=O)N2CCN(C)CC2)=C[C@H](c2coc3ccccc3c2=O)[C@H]1CCCO | i | i | 2 | i | i | i | i | -3 | i | i | i
Cc1cc2cccc(C)c2nc1SCC(=O)NC1CCCCC1 | i | i | -2 | i | i | i | i | 3 | i | i | i
Cc1ccc(C(=O)N2CCCC2)c(F)c1F | i | i | 0 | i | i | i | i | -2 | i | i | i
Cc1c(C(=O)N2CCCCC2)nn(-c2ccc(Cl)cc2)c(=O)c1C#N | i | i | 1 | i | i | i | i | 2 | i | i | i
O=C(NCCc1c[nH]c2ccccc12)c1cc2ccccc2oc1=O | i | i | -4 | i | i | i | i | 2 | i | i | i
COc1cccc(N(CC(=O)N2CCN(C)CC2)S(=O)(=O)c2ccccc2)c1 | i | i | -1 | i | i | i | i | -10 | i | i | i
